Growth percent in the NCI-60 one-dose screen (48 h, 10 µM unless noted): 100 = growth as untreated, 0 = no growth, -100 = all killed.
RPMI-8226: RPMI-8226 leukemia cells. 77,000 tested, 7.5% active. AID 1794781
MOLT-4: MOLT-4 leukemia cells; 80,000 tested, 6.9% active
K-562: K-562 leukemia. 78,000 tested, 7.4% active
CCRF-CEM: CCRF-CEM leukemia | 77,000 tested, 7% active | AID 1794778
MDA-MB-231: MDA-MB-231 breast cancer | 81,000 tested, 5% active | AID 1794789
MDA-MB-468: MDA-MB-468 breast cancer | 78,000 tested, 8.5% active | AID 2202374
SR: SR leukemia cells. 73,000 tested, 8.7% active
MDA-MB-435: MDA-MB-435 melanoma | 82,000 tested, 7.8% active
The depositor's hits bear a star; · = not tested or not shown; & = joins results of further samples; [ ] = dose if it differs, or a comment. The calls were made as follows: active = growth percent below 10; inactive = the rest. Outcome played no part in choosing rows. Share with any hit: about 16%.

Sequence of screens – RPMI-8226, MDA-MB-435, CCRF-CEM, MDA-MB-468, K-562, MDA-MB-231, SR, MOLT-4
- COc1ccc(C(=O)Nc2ccc3oc(-c4cc(OC)c(OC)c(OC)c4)nc3c2)cc1
    ·, 71, 71, 86, 55, 75, 52, 77
- O=C(NCO)c1ccccc1O
    86, 129, 91, 99, 127, 105, 98, 99
- Clc1ccc(C2=NN[C@H](c3cn(-c4ccccc4)nc3-c3ccccc3)C2)cc1
    87, 47, 78, 57, 62, 64, 104, 78
- O=C(Nc1ccc(N2CCOCC2)cc1)Nc1ccc2c(ccn2C(=O)c2cccc(F)c2)c1
    59, 68, 82, 28, 77, 60, 72, 84
- COC(=O)[C@]12CC[C@@H](C)[C@H](C)[C@@H]1C1=CC(=O)[C@@H]3[C@@]4(C)C[C@@H](OC(C)=O)[C@H](OC(C)=O)[C@@](C)(COC(C)=O)[C@@H]4C(=O)C[C@@]3(C)[C@]1(C)CC2
    3.4*, 58, 17, 35, ·, 42, 29, 4.9*
- CCCCOCCOCCOC(=O)Cc1ccc(OC)c(OC)c1
    104, 114, 101, 110, 99, 104, 99, 108
- N=C1C(c2nc(-c3ccc(Cl)cc3)cs2)=C(O)CN1NC(=O)c1ccc2c(c1)OCO2
    ·, 118, ·, ·, ·, 97, 100, 104
- C#CCOc1ccccc1C(OC(=O)c1ccc(Cl)cc1Cl)C(=O)NC(C)(C)C(C)(C)C (configuration not stated)
    68, 92, 77, 74, 72, 76, 72, 48
- COc1ccc(C(=O)c2sc(Nc3cccc(F)c3)nc2N)cc1
    93, 106, 93, 96, 103, 96, 93, 100
- Cc1nc2c(cnn2-c2ccccc2)c(=O)n1-c1ccc(NCC(=O)c2ccc(Cl)cc2)cc1
    38, 77, 47, 44, 46, ·, ·, 17
- O=C(c1ccc(F)cc1F)N1c2ccccc2Sc2ccccc21
    53, 20, 62, 36, 18, 62, 28, 31
- COc1ccc2c(c1)c1n[nH]c(=S)nc1n2CC(=O)O
    116, 110, 111, 95, 105, 98, 101, 107
- COc1ccc(-c2onc(N)c2-c2cc(OC)c3c(c2OC)OCO3)cc1
    99, 105, 100, 101, 83, 109, 83, 81
- CCCCCC1c2ccc(O)cc2Oc2nc(N)c(C#N)c(N)c21 (configuration not stated)
    62, 67, 76, 93, 39, 74, 61, 55
- COc1ccc(-c2nc3ccccc3n2CC(=O)N=Nc2c(O)[nH]c3ccccc23)cc1
    81, 117, 97, 97, 86, 101, 79, 79
- CCN(CC)C(=O)NS(=O)(=O)c1ccc(C)cc1
    83&108, 91&105, 90&99, 76&102, 73&109, 82&103, 68&84, 56&114
- Nc1cc(Cc2ccccc2)ccc1O
    79, 97, 57, 108, 100, 97, 82, 87
- OCCn1cccn1
    98, 102, 100, 103, 101, 103, 101, 96
- C=C1CCC2C3(C)COC(c4c(F)cccc4F)OC3CCC2(C)C1C/C=C1/C(=O)OCC1O (configuration not stated)
    15, -9.7*, 14, -24*, 13, -33*, 15, 11
- COC1=CC2C3(O)CCCc4cccc(c43)N3C(=O)CCC23C=C1OC (configuration not stated)
    86, 105, 84, 100, 99, 95, 105, 99
- CCOC(=O)n1cc(-c2nonc2-c2cn(C)c3ccc(Br)cc23)c2cc(Br)ccc21
    93, 103, 93, 113, 83, 99, 104, 90
- Cc1cc(C)c2c(N)c(C(=O)c3ccccc3)sc2n1
    94, 107, 102, 100, 102, 103, ·, 95
- Clc1ccccc1-c1nc2ccccc2n2cccc12
    93, 77, 40, 100, 103, 99, 103, 103
- COc1cc(OC)c([N+](=O)[O-])cc1Cl
    101, 102, 106, 106, 111, 94, 100, 116
- CCOc1ccccc1/C=C1\NC(=O)NC1=O
    95, 108, 99, 96, 101, 98, 97, 97
- O=C1C=C/C(=C(\c2ccc(O)c(S(=O)(=O)O)c2)c2ccccc2C(=O)O)C=C1S(=O)(=O)O
    100, 116, 115, 108, 109, 110, ·, 112
- NC(=O)CCc1nc(N)nc(N)n1
    111, 105, 102, 108, 104, 105, 107, 80
- CCCC(CC)N(c1ccc(OC)cc1)c1nc(-c2ccc(Br)cc2)cs1 (configuration not stated)
    76, 88, 66, 91, 77, 88, 77, 73
- O=C1c2ccccc2C(=O)N1CCCCCCCCBr
    97, 99, 85, 106, 108, 106, 116, 105
- O=[N+]([O-])c1cccnc1C1OCCO1
    105, 114, 99, 103, 110, 99, 100, 113
- CC(=O)N1N=C(c2ccc(OCC(=O)c3ccc(C)cc3)cc2)CC1c1ccc(Cl)cc1 (configuration not stated)
    33, 73, 43, 45, 33, 72, 52, 53
- O=C1NC(=O)C(Cc2ccc(OCc3ccc(-c4ccccc4)cc3)cc2)S1 (configuration not stated)
    70, 33, 66, 52, 36, 83, 47, 69
- C=C1CCC2C3(C)COC(c4ccc(N(C)C)cc4)OC3CCC2(C)C1/C=C/C1=CCOC1=O (configuration not stated)
    54, 94, ·, 43, 34, 85, 51, 36
- COc1ccc(/C=C2\CN(Cc3cn(CCCNc4ccnc5cc(Cl)ccc45)nn3)C/C(=C\c3ccc(OC)cc3)C2=O)cc1
    18, 60, 1.0*, 58, 63, 53, -6.6*, 32
- COc1cc(/C=C/C(=O)c2ccc(NC(=O)c3cc4cc5cc(C)ccc5nc4s3)cc2)cc(OC)c1OC
    103, 98, 114, ·, 80, 122, 68, 90
- CCO/C=N/C1=C(C#N)C(c2ccc(O)cc2)c2sc3c(F)cccc3c2O1 (configuration not stated)
    95, 91, 96, 97, 89, 98, 85, 96
- COc1ccc2nc(Cl)c(-c3nnc(-c4ccccc4)o3)nc2c1
    100, 105, 111, 92, 111, 104, 105, 115
- CCOC(=O)c1ccc2c(c1)c1c(C)c3ccncc3c(C)c1n2C
    -1.7*, 3.0*, 13, 5.2*, 7.1*, 2.9*, 27, 8.0*
- c1ccc(Nc2nnc(-c3cc(-c4cccnc4)n(-c4ccccc4)n3)o2)cc1
    109, 101, 93, 118, 89, 106, 104, 79
- C/C(=C/Cl)n1cnc2c(Nc3ccccn3)nc(Cl)nc21
    93, 106, 104, 89, 89, 96, 96, 94
- COc1ccc(-c2cc(-c3ccccc3)nc(Nc3nc4ccccc4[nH]3)n2)cc1
    93, 115, 98, 114, 107, 107, ·, 100
- CCOC(=O)N1CCN(CCCCOc2ccccc2N)CC1
    116, 110, 91, 98, 95, 99, 105, 88
- CN(C)c1ccc(-c2c(C#N)c(N)nn2-c2ncc(C#N)c(N)n2)cc1
    108, 91, 103, 99, 77, 101, 82, 89
- O=C(Nc1ccccc1)Nc1ccccc1CNc1nc(Nc2ccc(OCCN3CCCC3)cc2)ncc1Cl
    -0.3*, 55, 20, 18, 7.1*, 42, -6.4*, 38
- CC(C)(C)OC(=O)COc1ccc([N+](=O)[O-])cc1Cl
    93, 98, 92, 109, 99, 120, 101, 98
- COc1ccc(/C=C2\N=C3N(N=C(c4ccccn4)N3c3ccccc3)C2=O)cc1
    102, 106, 101, 110, 107, 86, 97, 91
- Oc1ccc([S+](c2ccc(O)cc2)c2ccc(O)cc2)cc1
    96, 107, 100, 98, 95, 117, 89, 89
- Cc1cc(C)c2[nH]c(=O)c(C(c3nnnn3Cc3ccc4c(c3)OCO4)N3CCN(C)CC3)cc2c1 (configuration not stated)
    100, 106, 119, 113, 107, 112, 97, 82
- Clc1ccc(NC2=NCCN=C(Nc3ccc(Cl)c(Cl)c3)SS2)cc1Cl
    88, 94, 80, 61, 69, 92, 52, 61
- O=COCC(O)COC=O
    108, 92, 100, 78, 114, 124, 93, 113
- N#C/C(=C\c1ccc(-c2ccc(Br)cc2)o1)c1nc(-c2ccco2)cs1
    61, 98, 90, -27*, 98, 76, 96, 94
- CCCCS(=O)(=O)Nc1ccc(C(=O)NNC(C)=O)cc1
    101, 106, 101, 99, 101, 95, 100, 105
- CCCCOc1ncnc2c1CC(C)c1cc(Cl)ccc1N2C (configuration not stated)
    ·, 97, 97, 118, 96, ·, 82, 96
- O=c1c2cc(F)ccc2sc2c(NCCCN3CCCC3)nc3ccccc3c12
    ·, 21, 29, -14*, -30*, 21, ·, -14*
- Cc1ccc2nc(COc3ccc(NC(=S)NCCc4ccccc4)cc3)[nH]c2c1
    95, 102, 96, 97, 107, 99, 110, 108
- O=[N+]([O-])c1nccn1CC(O)CCN1CCOCC1 (configuration not stated)
    106, 94, 92, 109, 102, 96, ·, 122
- CSC1=C(C#N)C(N)=NN2C(=N1)C(c1nc3ccccc3s1)=Cc1cc(Br)ccc12
    86, 101, 76, 89, 103, 72, 84, 83
- CCOC(=O)CC1CSC(Nc2ccc(C(=O)O)cc2)=N1 (configuration not stated)
    104, 106, 100, 102, 92, 105, 94, 96
- Cn1cc(-c2noc(-c3cn(C)c4ncc(Br)cc34)n2)c2cc(Cl)ccc21
    88, 68, 69, 82, 66, 57, 44, 68
- O=C(C1CCCCC1)[C@@H]1[C@]2(C(=O)NC3CCCCC32)[C@@H]2CCCN2[C@@]12C(=O)NC1CCC(Cl)CC12 (some centres not stated)
    -34*[100 µM], -91*[100 µM], -49*[100 µM], -67*[100 µM], -66*[100 µM], -72*[100 µM], -69*[100 µM], -57*[100 µM]

Going on with the list:
Sequence of screens – RPMI-8226, MDA-MB-435, CCRF-CEM, MDA-MB-468, K-562, MDA-MB-231, SR, MOLT-4
- CC(=O)/C(=C/N1CCNC1=S)C(=O)Nc1ccccc1C
    100, 101, 102, 112, 100, 100, 93, 99
- COc1ccc(-c2nc3ccc(/C=C/C(=O)c4cccc(N)c4)cc3s2)cc1
    82, 52, ·, 89, 93, 97, ·, 91
- COc1ccc(/C=c2\c(=O)n(-c3ccccc3)c3nnc(N/N=C(/C)C(=O)O)n23)cc1
    97, 115, 103, 114, 99, 87, 99, 98
- CSC1=NC=C(C#N)C2=NC(c3cccs3)NN12 (configuration not stated)
    96, 112, 97, 98, 79, 113, 93, 88
- CC/C(C)=N/Nc1nc(C)cc(=O)[nH]1
    109, 101, 102, 137, ·, 100, 99, 99
- COc1cccc(/C=C2\Oc3cc(O)ccc3C2=O)c1OC
    102, 102, 111, 111, 95, 93, 91, 103
- N#Cc1c(NC(=O)Nc2ccc(F)cc2F)sc(=S)c2c1CCCC2
    34, 94, 59, 65, 97, 69, 46, 73
- CC1SC(c2ccc(C(F)(F)F)cc2)N(Nc2ccccc2)C1=O (configuration not stated)
    105, 104, 29, 105, 101, 95, 93, 99
- C[N+]1(CCCCC[N+]2(C)CCCC2)CCCC1
    62, 99, 68, 117, ·, 90, 97, 91
- CC(C)=NNc1cnnc2ccc([N+](=O)[O-])cc12
    90, 97, 92, 97, 103, 59, 92, 103
- C[C@]12CC[C@@H]3c4ccc5nc6ccccc6cc5c4CC[C@H]3[C@@H]1CCC2=O
    18, 84, 53, 80, 21, 82, 45, 48

In the list so far, these contain a cyano group.
Sequence of screens – RPMI-8226, MDA-MB-435, CCRF-CEM, MDA-MB-468, K-562, MDA-MB-231, SR, MOLT-4
- CCCCCC1c2ccc(O)cc2Oc2nc(N)c(C#N)c(N)c21 (configuration not stated)
    62, 67, 76, 93, 39, 74, 61, 55
- CCO/C=N/C1=C(C#N)C(c2ccc(O)cc2)c2sc3c(F)cccc3c2O1 (configuration not stated)
    95, 91, 96, 97, 89, 98, 85, 96
- CN(C)c1ccc(-c2c(C#N)c(N)nn2-c2ncc(C#N)c(N)n2)cc1
    108, 91, 103, 99, 77, 101, 82, 89
- N#C/C(=C\c1ccc(-c2ccc(Br)cc2)o1)c1nc(-c2ccco2)cs1
    61, 98, 90, -27*, 98, 76, 96, 94
- CSC1=C(C#N)C(N)=NN2C(=N1)C(c1nc3ccccc3s1)=Cc1cc(Br)ccc12
    86, 101, 76, 89, 103, 72, 84, 83
- CSC1=NC=C(C#N)C2=NC(c3cccs3)NN12 (configuration not stated)
    96, 112, 97, 98, 79, 113, 93, 88
- N#Cc1c(NC(=O)Nc2ccc(F)cc2F)sc(=S)c2c1CCCC2
    34, 94, 59, 65, 97, 69, 46, 73

High-throughput results (PubChem BioAssay)
